RSV antiviral HEp-2: RSV antiviral activity via CPE protection, HEp-2 cells, primary 10 µM value included (AID 2391); CPE inhibition, % at 10 µM, or IC50 in µM where a hit was titrated; HEp-2 cells, RSV-induced CPE inhibition; higher % means a stronger effect; 310,000 compounds, 0.13% hits; in the data active means a potency from the dose series; further: strong numbers were not always called active
GPR35 antagonists: GPR35 antagonists blocking zaprinast-driven arrestin recruitment, primary screen, imaging, U2OS, beta-arrestin-GFP, zaprinast agonist (AID 2058). G-protein coupled receptor 35 (Homo sapiens). U2OS GPR35 beta-arrestin-GFP translocation imaging, zaprinast antagonism; higher % means a stronger effect. inhibition, % at 10 µM; hits with a dose series show IC50 in µM. 290,000 compounds, 0.052% hits;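 active means inhibition of at least 50% with at least 30 cells and total cytoplasm GFP at most 10,000,000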
LYP phosphatase: inhibitors of LYP phosphatase, biochemical, fluorescence intensity, uHTS (AID 1779) | Tyrosine-protein phosphatase non-receptor type 22 (Homo sapiens) | recombinant LYP phosphatase, fluorescence intensity; higher % means a stronger effect | 290,000 compounds, 0.054% hits | one-dose inhibition, % at 11.5 µM; IC50 in µM for titrated hits; in the data active means inhibition above about 50%;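 further: plate controls were vehicle with enzyme for no effect and no enzyme for full effect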
Dengue-2 NS5 capping: Dengue-2 NS5 methyltransferase inhibitors, primary screen, biochemical, confirmation dose response (AID 588689); inhibition, % at 25 µM; hits with a dose series show IC50 in µM; Dengue-2 NS5 methyltransferase capping enzyme assay, biochemical; higher % means a stronger effect; 340,000 compounds, 0.3% hits; in the data active means a potency from the dose series
WT yeast gro inh: growth inhibition of WT strain, primary screen, mitochondrial fusion inhibitor project, WT and mutant strains, chemical genetic; mitochondrial fusion phenotypic screen; inhibition, % at 10 µM; 190,000 compounds, 2.1% hits; in the data active means inhibition above about 58%; tested in S. cerevisiae
K1F lysis inhibition: inhibition of K1F phage lysis, E. coli UTI89, bacterial capsule biogenesis inhibitors, alamar blue (AID 488966). E. coli UTI89 K1F phage lysis, alamar blue, 2 h; higher % means a stronger effect. inhibition, % at 100 µM, or IC50 in µM where a hit was titrated. 340,000 compounds, 0.02% hits;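 active means phage lysis inhibition, versus mean bacterial control, above a set limit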;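 further: capsule biogenesis inhibitors block K1F phage lysis so surviving cells raise fluorescence; higher fluorescence means more inhibition of phage lysis; actives were called in the ten point dose series up to 300 µM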
NTR1 agonist: agonists of NTR1, primary screen, imaging, U2OS cells, beta-arrestin-GFP, high content (AID 493036). Neurotensin receptor type 1 (Homo sapiens), P30989. NTR1-U2OS beta-arrestin-GFP spot imaging, agonist mode. activation, % at 20 µM. 330,000 compounds, 0.17% hits;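 active means activation at or above 40% of the spot to cytoplasm intensity ratio, with at least 20 cells analyzed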;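 further: 0% = DMSO without peptide and 100% = 100 nM NTR1 peptide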
Target sequence (P30989 whole entry, looked up): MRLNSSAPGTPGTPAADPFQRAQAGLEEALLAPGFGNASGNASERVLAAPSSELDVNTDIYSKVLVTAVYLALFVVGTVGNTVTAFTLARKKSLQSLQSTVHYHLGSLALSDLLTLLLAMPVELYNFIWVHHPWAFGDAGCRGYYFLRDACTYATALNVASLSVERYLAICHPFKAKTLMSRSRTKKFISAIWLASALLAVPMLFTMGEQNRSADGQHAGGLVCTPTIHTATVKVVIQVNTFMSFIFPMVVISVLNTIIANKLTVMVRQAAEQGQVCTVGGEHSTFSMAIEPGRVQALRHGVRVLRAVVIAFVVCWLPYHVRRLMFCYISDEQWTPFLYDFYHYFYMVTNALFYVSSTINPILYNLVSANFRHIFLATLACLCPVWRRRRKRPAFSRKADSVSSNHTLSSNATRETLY
AID2073: inhibitors of Mint1-CaV2.2 protein interaction, biochemical, HTRF (AID 2073); Voltage-dependent N-type calcium channel subunit alpha-1B (Homo sapiens); inhibition, % at 20 µM, or IC50 in µM where a hit was titrated; HTRF protein-protein interaction, Mint1-CaV2.2; higher % means a stronger effect; 290,000 compounds, 0.19% hits; in the data active means inhibition mostly above about 51%, no sharp cut-off; further: some results filed as inactive read as strong as hits
Autophagy HCS: autophagy modulators in MEF cells, primary screen, imaging, high-content, MEF GFP-LC3; MEF GFP-LC3 puncta imaging; test concentration mostly 10 µM; calls only at 10 µM (by protocol); 190,000 compounds, 0.98% hits; AID 463193, 2010;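 active means percentage of spot-positive cells more than 3 SD above its plate mean, without a fluorescence outlier flag or 80% toxicity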;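 further: spot-positive cell cutoff set from DMSO-treated cells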
WT yeast gro inh mutant strain: second read-out of WT yeast gro inh, no call of its own (marks repeat the call); inhibition, %; mitochondrial fusion phenotypic screen, mutant strain inhibition
Autophagy HCS cell loss 18 h: also measured in Autophagy HCS; calls as there; toxicity, %; measured here: cell loss, nuclei count;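 cell loss after 18 h compound exposure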
NTR1 agonist cell count 20 µM: further read-out of NTR1 agonist, marked with its call; cell count; measured here: cell count, cytotoxicity flag
An asterisk follows results filed as active; [ ] = dose if it differs, or a comment.

`O=C(Nc1ccc(F)cc1)c1cc2ccccc2o1` gave RSV antiviral HEp-2 4.5%, GPR35 antagonists 2%, LYP phosphatase -5%, Dengue-2 NS5 capping -1%, K1F lysis inhibition 0.8%, NTR1 agonist 2.2, AID2073 11% and NTR1 agonist cell count 20 µM 65.
`O=C(O)c1ccc(N2C(=O)CC(N3CCC(c4nc5ccccc5[nH]4)CC3)C2=O)cc1` (stereo not given) gave RSV antiviral HEp-2 -0.8%, GPR35 antagonists -3%, LYP phosphatase -3%, Dengue-2 NS5 capping -1%, K1F lysis inhibition 0.6%, NTR1 agonist 2.4, AID2073 16%, Autophagy HCS inactive, Autophagy HCS cell loss 18 h -8 and NTR1 agonist cell count 20 µM 31.
For CCOC(=O)c1ccc2[nH]c3c(c2c1)CCCC3NC=O (stereo not given) the results were RSV antiviral HEp-2 45%, GPR35 antagonists 4%, LYP phosphatase -5%, Dengue-2 NS5 capping 1%, K1F lysis inhibition 0.2%, NTR1 agonist -0.3, AID2073 -8% and NTR1 agonist cell count 20 µM 58.
`COc1cc(NC(=O)CNC(=O)Cn2c(C)cc3ccccc3c2=O)cc(OC)c1OC` gave RSV antiviral HEp-2 3.0%, GPR35 antagonists 0%, LYP phosphatase -2%, Dengue-2 NS5 capping -8%, K1F lysis inhibition 0.1%, NTR1 agonist -0.1, AID2073 0% and NTR1 agonist cell count 20 µM 34.
Screening CC(=O)NCCC(=O)N(C)CC1CCN(CCc2cccc(C(F)(F)F)c2)CC1 returned RSV antiviral HEp-2 -0.1%, GPR35 antagonists 10%, LYP phosphatase -14%, Dengue-2 NS5 capping -9%, K1F lysis inhibition -0.1%, NTR1 agonist 1.8, AID2073 16% and NTR1 agonist cell count 20 µM 59.
FC(F)(F)Sc1ccc(NC(=S)NCc2ccccc2)cc1 was read as RSV antiviral HEp-2 19%, GPR35 antagonists -10%, LYP phosphatase -2%, Dengue-2 NS5 capping 0%, K1F lysis inhibition 1.5%, NTR1 agonist 7.5, AID2073 -16% and NTR1 agonist cell count 20 µM 46.
Screening O=C(NC1CCCC1)C(c1cccs1)N(C(=O)c1ccno1)c1ccccc1 (stereo not given) returned RSV antiviral HEp-2 0.8%, GPR35 antagonists 6%, LYP phosphatase 2%, Dengue-2 NS5 capping -1%, WT yeast gro inh 1, K1F lysis inhibition 0.4%, NTR1 agonist -0.7, AID2073 -2%, Autophagy HCS inactive, WT yeast gro inh mutant strain 11, Autophagy HCS cell loss 18 h -2 and NTR1 agonist cell count 20 µM 48.
Screening C=CCOc1ccc(Br)cc1CNCCCN1CCOCC1 returned RSV antiviral HEp-2 -0.7%, GPR35 antagonists 3%, LYP phosphatase -33%, Dengue-2 NS5 capping -7%, WT yeast gro inh -10, K1F lysis inhibition 6.0%, NTR1 agonist 0.3, AID2073 -15%, Autophagy HCS inactive, WT yeast gro inh mutant strain -4, Autophagy HCS cell loss 18 h -6 and NTR1 agonist cell count 20 µM 51.
Screening Nc1ncc([N+](=O)[O-])c(N2CCCCCC2)n1 returned RSV antiviral HEp-2 3.2%, GPR35 antagonists 6%, LYP phosphatase -5%, Dengue-2 NS5 capping 5%, K1F lysis inhibition 0.1%, NTR1 agonist 2.1, AID2073 -2% and NTR1 agonist cell count 20 µM 41.
For Cc1ccc(CN2CCN(CC(=O)N=Nc3c(O)[nH]c4ccccc34)CC2)cc1 the results were RSV antiviral HEp-2 0.3%, GPR35 antagonists 4%, LYP phosphatase -2%, Dengue-2 NS5 capping -3%, WT yeast gro inh -12, K1F lysis inhibition 6.4%, NTR1 agonist 1.1, AID2073 4%, Autophagy HCS inactive, WT yeast gro inh mutant strain -8, Autophagy HCS cell loss 18 h -9 and NTR1 agonist cell count 20 µM 43.

Structures listed so far that have four or more nitrogen atoms:
`O=C(O)c1ccc(N2C(=O)CC(N3CCC(c4nc5ccccc5[nH]4)CC3)C2=O)cc1` (stereo not given) gave RSV antiviral HEp-2 -0.8%, GPR35 antagonists -3%, LYP phosphatase -3%, Dengue-2 NS5 capping -1%, K1F lysis inhibition 0.6%, NTR1 agonist 2.4, AID2073 16%, Autophagy HCS inactive, Autophagy HCS cell loss 18 h -8 and NTR1 agonist cell count 20 µM 31.
Screening Nc1ncc([N+](=O)[O-])c(N2CCCCCC2)n1 returned RSV antiviral HEp-2 3.2%, GPR35 antagonists 6%, LYP phosphatase -5%, Dengue-2 NS5 capping 5%, K1F lysis inhibition 0.1%, NTR1 agonist 2.1, AID2073 -2% and NTR1 agonist cell count 20 µM 41.
For Cc1ccc(CN2CCN(CC(=O)N=Nc3c(O)[nH]c4ccccc34)CC2)cc1 the results were RSV antiviral HEp-2 0.3%, GPR35 antagonists 4%, LYP phosphatase -2%, Dengue-2 NS5 capping -3%, WT yeast gro inh -12, K1F lysis inhibition 6.4%, NTR1 agonist 1.1, AID2073 4%, Autophagy HCS inactive, WT yeast gro inh mutant strain -8, Autophagy HCS cell loss 18 h -9 and NTR1 agonist cell count 20 µM 43.

New compounds follow
N=C(N)SCc1ncccc1O was read as RSV antiviral HEp-2 2.3%, GPR35 antagonists 4%, LYP phosphatase -8%, Dengue-2 NS5 capping 4%, K1F lysis inhibition -1.1%[50 µM], NTR1 agonist -0.1, AID2073 6% and NTR1 agonist cell count 20 µM 65.
Screening Cc1cc(S(=O)(=O)Nc2c(C)nn(C)c2C)c(Cl)cc1Cl returned GPR35 antagonists 2%, LYP phosphatase -10%, Dengue-2 NS5 capping 5%, K1F lysis inhibition -1.7%, NTR1 agonist 0.8, AID2073 3% and NTR1 agonist cell count 20 µM 54.
`COc1cccc(NC(=S)NCc2ccncc2)c1` gave RSV antiviral HEp-2 0.3%, LYP phosphatase -9%, Dengue-2 NS5 capping -1%, WT yeast gro inh 1, K1F lysis inhibition 2.5%, NTR1 agonist -0.9, AID2073 -7%, Autophagy HCS inactive, WT yeast gro inh mutant strain -10, Autophagy HCS cell loss 18 h 5 and NTR1 agonist cell count 20 µM 63.
For COc1ccc(OC)c(CN2CCC(C(=O)N3CCOCC3)CC2)c1 the results were RSV antiviral HEp-2 1.0%, GPR35 antagonists -1%, LYP phosphatase -8%, Dengue-2 NS5 capping -3%, WT yeast gro inh -6, K1F lysis inhibition 0.3%, NTR1 agonist -0.4, AID2073 -6%, Autophagy HCS inactive, WT yeast gro inh mutant strain -19, Autophagy HCS cell loss 18 h 4 and NTR1 agonist cell count 20 µM 56.
COc1cc(C)c(CN2CCSCC2)cc1C was read as RSV antiviral HEp-2 0.1%, GPR35 antagonists 6%, LYP phosphatase -10%, Dengue-2 NS5 capping 1%, K1F lysis inhibition 0.2%, NTR1 agonist -1.0, AID2073 11% and NTR1 agonist cell count 20 µM 60.
Screening O=C1CC2(CCN(C(=O)c3cccc(F)c3)CC2)Oc2ccccc21 returned RSV antiviral HEp-2 2.7%, Dengue-2 NS5 capping -1%, K1F lysis inhibition 0.3%[50 µM], NTR1 agonist 0.6 and NTR1 agonist cell count 20 µM 78.
`Cc1cn(C2C=CC(CO)O2)c(=O)[nH]c1=O` (stereo not given) gave RSV antiviral HEp-2 1.1%, GPR35 antagonists 3%, LYP phosphatase -1%, Dengue-2 NS5 capping 9%, WT yeast gro inh 2, K1F lysis inhibition inactive, NTR1 agonist -0.3, AID2073 6%, Autophagy HCS inactive, WT yeast gro inh mutant strain 2, Autophagy HCS cell loss 18 h 3 and NTR1 agonist cell count 20 µM 62.
`Cn1nnc(C(O)CNCc2ccc(Cl)cc2)n1` (stereo not given) gave RSV antiviral HEp-2 2.4%, GPR35 antagonists -4%, LYP phosphatase -6%, Dengue-2 NS5 capping 4%, WT yeast gro inh 2, K1F lysis inhibition 0.2%, NTR1 agonist -0.8, AID2073 -1%, Autophagy HCS inactive, WT yeast gro inh mutant strain 7, Autophagy HCS cell loss 18 h 9 and NTR1 agonist cell count 20 µM 53.
For Cc1ccccc1C(=O)NNC(=O)c1cccc(Br)c1 the results were RSV antiviral HEp-2 0.8%, GPR35 antagonists 11%, LYP phosphatase -3%, Dengue-2 NS5 capping -5%, K1F lysis inhibition 2.5%, NTR1 agonist 0.5, AID2073 9% and NTR1 agonist cell count 20 µM 60.
Screening Cc1ccc(C)c(-n2nnnc2Sc2nc([N+](=O)[O-])nn2C)c1 returned RSV antiviral HEp-2 -1.5%, GPR35 antagonists 7%, LYP phosphatase 0%, Dengue-2 NS5 capping -3%, WT yeast gro inh -5, K1F lysis inhibition -0.3%, NTR1 agonist 4.8, AID2073 7%, Autophagy HCS inactive, WT yeast gro inh mutant strain -16, Autophagy HCS cell loss 18 h 16 and NTR1 agonist cell count 20 µM 63.
CCSc1nnc(NC(=O)C(C)(C(F)(F)F)C(F)(F)F)s1 was read as RSV antiviral HEp-2 1.6%, GPR35 antagonists -2%, LYP phosphatase -2%, Dengue-2 NS5 capping -2%, WT yeast gro inh 0, K1F lysis inhibition 1.0%, NTR1 agonist -0.3, AID2073 7%, Autophagy HCS inactive, WT yeast gro inh mutant strain 2, Autophagy HCS cell loss 18 h 14 and NTR1 agonist cell count 20 µM 90.
Screening CCCn1c(C(O)c2cccc(OC)c2)nc2ccccc21 (stereo not given) returned GPR35 antagonists 4%, LYP phosphatase -12%, Dengue-2 NS5 capping 5%, K1F lysis inhibition 0.3%, NTR1 agonist 0.3, AID2073 -4% and NTR1 agonist cell count 20 µM 56.
For CC(C)(C)c1nc(SCC(=O)Nc2ccc3c(c2)OCCO3)c2ccccc2n1 the results were RSV antiviral HEp-2 2.5%, GPR35 antagonists 19%, LYP phosphatase -1%, Dengue-2 NS5 capping 1%, WT yeast gro inh -7, K1F lysis inhibition 0.3%, NTR1 agonist 0.0, AID2073 21%, Autophagy HCS inactive, WT yeast gro inh mutant strain 8, Autophagy HCS cell loss 18 h 3 and NTR1 agonist cell count 20 µM 55.
Cc1ccc(S(=O)(=O)NCc2ccco2)c(C)c1C was read as RSV antiviral HEp-2 0.5%, GPR35 antagonists -4%, LYP phosphatase -9%, Dengue-2 NS5 capping -3%, WT yeast gro inh 74*, K1F lysis inhibition 2.3%, NTR1 agonist 0.9, AID2073 -2%, Autophagy HCS inactive, WT yeast gro inh mutant strain 0.1*, Autophagy HCS cell loss 18 h -7 and NTR1 agonist cell count 20 µM 51.
Cc1nc2nc(CCNS(=O)(=O)c3ccc(Cl)cc3)cn2nc1C was read as RSV antiviral HEp-2 -0.1%, GPR35 antagonists -1%, LYP phosphatase -12%, Dengue-2 NS5 capping -12%, K1F lysis inhibition -0.2%, NTR1 agonist 1.2, AID2073 35% and NTR1 agonist cell count 20 µM 67.
CN(C)S(=O)(=O)c1ccc(S(=O)(=O)N2CCCC(C(=O)NC3CC3)C2)cc1 (stereo not given) was read as RSV antiviral HEp-2 9.1%, GPR35 antagonists 1%, LYP phosphatase -11%, Dengue-2 NS5 capping 1%, K1F lysis inhibition 0.2%, NTR1 agonist -1.2, AID2073 -1% and NTR1 agonist cell count 20 µM 53.
